# Screens: PubChem, National Center for Advancing Translational Sciences (NCATS)
# D2 antag = antagonists of human D2 dopamine receptor; HEK293 TREx D2 cells, calcium flux, dopamine EC80; P14416; inhibition, % at 10 µM; actives 2% (n = 340,000); AID 485344; in the data active means inhibition above about 30%; further: 0% is about no effect
# Target sequence (P14416 whole entry, looked up): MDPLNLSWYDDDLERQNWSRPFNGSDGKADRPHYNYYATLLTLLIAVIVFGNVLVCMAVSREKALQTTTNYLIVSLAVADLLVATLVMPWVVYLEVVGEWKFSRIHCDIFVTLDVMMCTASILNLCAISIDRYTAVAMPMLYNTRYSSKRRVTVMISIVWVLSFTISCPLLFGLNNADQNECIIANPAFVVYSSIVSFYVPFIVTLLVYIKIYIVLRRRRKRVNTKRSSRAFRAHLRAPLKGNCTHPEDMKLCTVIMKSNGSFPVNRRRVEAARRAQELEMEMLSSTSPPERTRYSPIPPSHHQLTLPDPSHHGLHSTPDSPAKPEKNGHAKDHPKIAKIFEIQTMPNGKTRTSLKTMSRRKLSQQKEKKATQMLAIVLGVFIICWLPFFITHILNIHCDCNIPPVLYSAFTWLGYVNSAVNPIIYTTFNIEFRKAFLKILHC
#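 In this primary screen, negative modulation is detected by tracking calcium flux after an EC80 dopamine challenge in inducible HEK293 T-REx D2 cells preexposed to test compound for 180 s.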
# D2 agonist = activates the human D2 dopamine receptor; HEK293 T-REx D2 cells, calcium flux agonist mode; activation, % at 2 µM; actives 0.53% (n = 340,000); P14416;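 active means activation over 3 SD above normal in the single-dose calcium agonist read, cut at about 30% in these data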; further: 0% is about no effect
#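 Tetracycline-induced HEK293 Trex cells with D2 receptor force-coupled to calcium signaling, plated overnight at 30 C and loaded with no-wash calcium dye. Calcium flux read kinetically for 180 s after compound addition; responses flag agonists.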
# RXFP1 antag = blocks the human relaxin receptor RXFP1; Q9HBX9; HEK293-RXFP1, relaxin-stimulated cAMP HTRF, 30 min; hits give low values; activity change, negative = inhibition, % at 57.5 µM; actives 0.59% (n = 350,000);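 active means activity change of -60% or lower, but not beyond a set lower limit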; further: on the % scale 0 is the no-effect control and ±100 the full control effect
# TRHR ag = agonists of human TRH receptor. TRHR cells, calcium flux fluo-8, FDSS agonist mode. AID 493084. actives 0.18% (n = 360,000). P34981. activation, % at 2 µM; further: 0% is about no effect
# Target sequence (P34981 whole entry, looked up): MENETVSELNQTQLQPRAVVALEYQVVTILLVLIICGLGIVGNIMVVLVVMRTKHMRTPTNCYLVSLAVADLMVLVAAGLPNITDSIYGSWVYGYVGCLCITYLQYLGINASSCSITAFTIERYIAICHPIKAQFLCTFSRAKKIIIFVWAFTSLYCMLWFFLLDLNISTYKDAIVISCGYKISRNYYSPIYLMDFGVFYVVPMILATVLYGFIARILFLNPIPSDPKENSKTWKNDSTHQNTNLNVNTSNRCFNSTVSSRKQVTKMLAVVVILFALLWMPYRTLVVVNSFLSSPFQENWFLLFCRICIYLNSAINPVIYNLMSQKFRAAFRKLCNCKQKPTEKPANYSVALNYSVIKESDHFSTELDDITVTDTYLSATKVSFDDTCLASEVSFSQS
#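 TRHR-expressing cells, plated overnight in medium with 10% serum, were loaded with fluo-8 calcium dye at room temperature. After a 10 s baseline, library compound was pin-added and calcium release was recorded kinetically (ex 480/em 530) as agonist response.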
# TRHR PAM = allosterically enhances the human TRH receptor | actives 0.66% (n = 360,000) | enhancement, % at 2 µM | P34981 | TRHR cells, fluo-8 calcium fluorescence, EC20 TRH enhancement | AID 493056; in the data active means enhancement above about 30%; further: 0% is about no effect
#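 TRHR-expressing cells loaded with fluo-8 calcium dye were read kinetically (ex 480/em 530) during compound addition, then stimulated with an EC20 of TRH (10 nM final). Enhancement of the Gq-mediated intracellular calcium response was scored.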
# D1 antagonist = blocks dopamine activation of the human D1 receptor; activity change, negative = inhibition, % at 10 µM; actives 3.2% (n = 360,000); AID 504652; HEK293 TREx D1 cells, calcium flux, dopamine EC80; hits give low values; P21728; in the data active means activity change below about -30%; further: on the % scale 0 is the no-effect control and ±100 the full control effect
#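 HEK293 T-REx cells expressing inducible, force-coupled D1 receptor; no-wash Ca dye, 30–90 min RT. Cmpd → 180 s read at 1 Hz → EC80 DA → 180 s read.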
# D1 agonist = agonists of human D1 dopamine receptor; P21728; HEK293 T-REx D1 cells, calcium flux, agonist mode; activation, % at 2 µM; actives 1% (n = 360,000); further: 0% is about no effect
#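 Agonism was scored from calcium flux recorded over 180 s (1 read/s) after pintool compound addition, following a 10-cycle baseline. Cells were inducible force-coupled HEK293 TREx D1, plated overnight at 30 C and loaded with no-wash calcium dye.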
# D2 potentiator = positively modulates the human D2 dopamine receptor allosterically; actives 0.34% (n = 340,000); potentiation, % at 10 µM; HEK293 T-REx D2, calcium flux, EC20 dopamine potentiation;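 active means potentiation over 3 SD above the plate norm, cut at about 30% in these data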; further: 0% is about no effect
#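 Potentiation of an EC20 dopamine calcium response measured kinetically over 180 s, after a preceding 180 s compound-only read flagging agonists. Cells: inducible Hek293 Trex D2 line, 4000/well, cultured overnight at 30 C before dye loading.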
# D1 PAM = human D1 dopamine receptor positive modulation; P21728; HEK293 TREx D1 cells, calcium flux, dopamine EC20 potentiation; potentiation, % at 10 µM; AID 504651; actives 0.036% (n = 360,000); in the data active means potentiation above about 30%; further: 0% is about no effect
# Active calls of the source: *; / = no result given. Unless noted, no stated cut-off is given here; in the data, active means activation above about 30%; inactive means the rest.
1	CCCn1c2ccccc2c2cnn(CC(=O)NCCCN3C(C)CCCC3C)c(=O)c21 (stereo not drawn)
2	N=c1c2c3c(sc2nc2n1CCCCC2)CCCCC3
3	O=C(CC1SCCNC1=O)Nc1ccc(Cl)cc1 (stereo not drawn)
4	COc1ccc2c(OC)cc(=O)n(C)c2c1
5	COc1cc(C(=O)NC(c2ccccc2)c2ccccc2)cc(Cl)c1OC
6	Cn1cnnc1SCc1ccc(C#N)cc1Cl
7	CC(C)CN1C(=O)c2ccc(C(=O)Nc3ccc(O)cc3C(=O)O)cc2C1=O
8	O=Nc1c(O)n(Cc2ccc(Cl)c(Cl)c2)c2ccccc12
compound no.,1,2,3,4,5,6,7,8
D2 antag,-16,-1,14,-5,2,-9,15,-14
D2 agonist,-0.8,0.5,0.2,1.2,1.1,0.8,-0.4,-0.9
RXFP1 antag,-22,-9,-12,-5,-11,13,-3,-28
TRHR ag,-0.2,1.2,0.0,0.9,0.5,0.4,0.0,-1.2
TRHR PAM,-7,-7,-7,4,5,0,-3,-12
D1 antagonist,25,-3,-2,0,2,6,-76*,16
D1 agonist,1,10,-1,3,5,4,3,1
D2 potentiator,-7,-10,2,-10,3,2,4,10
D1 PAM,-4,-3,1,-3,-8,2,-9,7

9	COCCN1C(=O)C(=O)/C(=C(/O)c2ccc3c(c2)OCCO3)C1c1ccc(C(=O)OC)cc1 (stereo not drawn)
10	O=C(CCNS(=O)(=O)c1ccccc1)NNC(=O)c1csc(N2CCOCC2)n1
11	Cc1cccc(-n2c(SCc3cc(=O)n4ccsc4n3)nc3ccccc32)c1
12	Cc1ccc(N2NC(=O)/C(=C\c3cc4c(cc3[N+](=O)[O-])OCO4)C2=O)cc1C
13	COc1ccc(CCC(=O)Nc2nc(C)c(C(=O)N(C)C)s2)cc1
14	NC(=O)CSC1=Nc2ccccc2C2=NC(CC(=O)NCc3cccs3)C(=O)N12 (stereo not drawn)
15	CC(=O)c1cc(C(=O)Nc2cccc(C)c2)c2ccccn12
16	CCN(CC1COc2ccccc2O1)C(=O)c1ccc(Cl)c(S(=O)(=O)N2CC(C)OC(C)C2)c1 (stereo not drawn)
compound no.,9,10,11,12,13,14,15,16
D2 antag,-5,-9,1,-6,/,-2,/,-1
D2 agonist,0.1,0.4,0.4,-1.2,/,0.2,0.1,0.6
RXFP1 antag,-3,-9,6,-9,2,5,-22,-11
TRHR ag,0.3,0.2,-1.1,0.7,1.3,0.1,-0.3,0.0
TRHR PAM,-11,-4,3,-5,-6,-3,1,1
D1 antagonist,5,-6,3,3,3,-10,-11,-16
D1 agonist,2,5,-1,2,4,5,4,3
D2 potentiator,-5,-6,4,-1,/,0,0,19
D1 PAM,-4,-8,-14,2,0,-8,-1,1

# Reprinted from the part before: 2 compounds, followed by the next part.
15	CC(=O)c1cc(C(=O)Nc2cccc(C)c2)c2ccccn12
16	CCN(CC1COc2ccccc2O1)C(=O)c1ccc(Cl)c(S(=O)(=O)N2CC(C)OC(C)C2)c1 (stereo not drawn)
17	CCOc1ccc(-n2nc(C(=O)NCCOC)c3ccccc3c2=O)cc1
18	Fc1cccc(CSc2nc3ncc(Cl)cc3[nH]2)c1
19	O=C(NCCCN1CCCC1=O)c1cccc(S(=O)(=O)N2CCN(c3ccccc3)CC2)c1
20	CCCCNC(=O)c1onc(CSc2cccc(OC)c2)c1C(=O)O
21	Cc1c(NC(=O)C(C)N2CC(C)OC(C)C2)c(=O)n(-c2ccccc2)n1C (stereo not drawn)
22	O=c1[nH]cnc2c([N+](=O)[O-])cccc12
23	Cc1ccc(C(=O)c2cc([N+](=O)[O-])ccc2N2CCCCC2)cc1C
24	CCCOc1cccc(C(=O)N(Cc2cc(OC)c(OC)c(OC)c2)C2CCS(=O)(=O)C2)c1 (stereo not drawn)
compound no.,15,16,17,18,19,20,21,22,23,24
D2 antag,/,-1,-13,-16,16,-7,8,1,3,/
D2 agonist,0.1,0.6,-0.1,-0.9,0.8,-0.2,2.3,-0.2,-0.6,/
RXFP1 antag,-22,-11,-16,-9,-11,/,-2,2,-20,-6
TRHR ag,-0.3,0.0,-0.3,-0.8,-0.3,0.4,0.0,-0.5,0.4,-0.2
TRHR PAM,1,1,0,-5,14,4,18,-8,-10,-13
D1 antagonist,-11,-16,-8,-8,-44*,-73*,-8,1,-2,7
D1 agonist,4,3,2,3,1,1,1,2,2,0
D2 potentiator,0,19,-7,7,1,-3,6,-1,7,7
D1 PAM,-1,1,-2,-2,-4,0,4,-2,0,-1

25	CC1(C)CC(NC(=O)CCc2nnc(CCCCc3ccccc3)o2)CCO1 (stereo not drawn)
26	Cc1oc(-c2ccccc2F)nc1CS(=O)CC(=O)NC1CCCC1 (stereo not drawn)
27	O=C(NC(=S)NCCc1ccccn1)c1ccccc1
28	O=C(Nc1cc([N+](=O)[O-])ccc1N1CCOCC1)c1cccs1
29	O=C(Nc1nc(-c2cccs2)c(-c2cccs2)s1)C1CCCC1
30	COc1ccc2cc(CCNC(=O)C3CCCC3)c(=O)[nH]c2c1
31	COC(=O)c1c(C)cc(OC(C)=O)c(C)c1OC(C)=O
32	COc1ccccc1NC(=O)Cn1nnc(-c2ccccc2NC(=O)c2ccco2)n1
compound no.,25,26,27,28,29,30,31,32
D2 antag,17,1,-3,-12,-11,1,-10,/
D2 agonist,0.0,0.6,-0.1,0.5,-0.5,-0.4,0.5,/
RXFP1 antag,-4,36,-2,-7,-23,/,-10,6
TRHR ag,0.4,0.0,0.3,0.6,0.2,-0.4,0.6,0.3
TRHR PAM,3,16,-5,-2,-1,-3,6,12
D1 antagonist,4,22,11,1,9,0,24,-16
D1 agonist,5,0,6,-1,1,1,0,3
D2 potentiator,14,6,-1,13,-10,-6,-2,/
D1 PAM,-1,-4,-7,-2,-6,-5,5,-7

# Sorted by SMILES length (high to low): 14 of the compounds above.
16	CCN(CC1COc2ccccc2O1)C(=O)c1ccc(Cl)c(S(=O)(=O)N2CC(C)OC(C)C2)c1 (stereo not drawn)
24	CCCOc1cccc(C(=O)N(Cc2cc(OC)c(OC)c(OC)c2)C2CCS(=O)(=O)C2)c1 (stereo not drawn)
19	O=C(NCCCN1CCCC1=O)c1cccc(S(=O)(=O)N2CCN(c3ccccc3)CC2)c1
21	Cc1c(NC(=O)C(C)N2CC(C)OC(C)C2)c(=O)n(-c2ccccc2)n1C (stereo not drawn)
32	COc1ccccc1NC(=O)Cn1nnc(-c2ccccc2NC(=O)c2ccco2)n1
23	Cc1ccc(C(=O)c2cc([N+](=O)[O-])ccc2N2CCCCC2)cc1C
25	CC1(C)CC(NC(=O)CCc2nnc(CCCCc3ccccc3)o2)CCO1 (stereo not drawn)
17	CCOc1ccc(-n2nc(C(=O)NCCOC)c3ccccc3c2=O)cc1
26	Cc1oc(-c2ccccc2F)nc1CS(=O)CC(=O)NC1CCCC1 (stereo not drawn)
20	CCCCNC(=O)c1onc(CSc2cccc(OC)c2)c1C(=O)O
compound no.,16,24,19,21,32,23,25,17,26,20
D2 antag,-1,/,16,8,/,3,17,-13,1,-7
D2 agonist,0.6,/,0.8,2.3,/,-0.6,0.0,-0.1,0.6,-0.2
RXFP1 antag,-11,-6,-11,-2,6,-20,-4,-16,36,/
TRHR ag,0.0,-0.2,-0.3,0.0,0.3,0.4,0.4,-0.3,0.0,0.4
TRHR PAM,1,-13,14,18,12,-10,3,0,16,4
D1 antagonist,-16,7,-44*,-8,-16,-2,4,-8,22,-73*
D1 agonist,3,0,1,1,3,2,5,2,0,1
D2 potentiator,19,7,1,6,/,7,14,-7,6,-3
D1 PAM,1,-1,-4,4,-7,0,-1,-2,-4,0

15	CC(=O)c1cc(C(=O)Nc2cccc(C)c2)c2ccccn12
31	COC(=O)c1c(C)cc(OC(C)=O)c(C)c1OC(C)=O
18	Fc1cccc(CSc2nc3ncc(Cl)cc3[nH]2)c1
27	O=C(NC(=S)NCCc1ccccn1)c1ccccc1
compound no.,15,31,18,27
D2 antag,/,-10,-16,-3
D2 agonist,0.1,0.5,-0.9,-0.1
RXFP1 antag,-22,-10,-9,-2
TRHR ag,-0.3,0.6,-0.8,0.3
TRHR PAM,1,6,-5,-5
D1 antagonist,-11,24,-8,11
D1 agonist,4,0,3,6
D2 potentiator,0,-2,7,-1
D1 PAM,-1,5,-2,-7

# The listing continues:
33	COc1ccccc1C(=O)N(Cc1ccc(C)o1)C1CCS(=O)(=O)C1 (stereo not drawn)
34	Cc1cc2c(s1)c1cnn(Cc3ccc(OC(F)F)cc3)c(=O)c1n2C
35	CCc1ccccc1N(CC(=O)N1CCCC1)S(C)(=O)=O
36	CCC1CN(C(=O)N2CCC(C(=O)N3CCN(c4cc(C)ccc4C)CC3)CC2)c2ccccc2O1 (stereo not drawn)
37	COc1ccc2cc(C(C)=O)c(=O)oc2c1
38	Cc1cc(C(=O)N/N=C/C=C/c2ccc([N+](=O)[O-])cc2)n[nH]1
39	Cc1cc(=O)c(C(=O)O)nn1-c1ccccc1[N+](=O)[O-]
40	O=C(O)CCCCCNS(=O)(=O)c1cccc2c1C(=O)c1ccccc1C2=O
compound no.,33,34,35,36,37,38,39,40
D2 antag,6,/,-19,/,/,-15,-5,6
D2 agonist,0.2,/,0.5,-0.6,/,0.0,1.5,-1.6
RXFP1 antag,2,/,-6,-22,-11,-7,10,-2
TRHR ag,0.7,0.1,0.2,0.8,0.2,0.0,0.6,-0.4
TRHR PAM,1,1,5,-3,0,1,1,1
D1 antagonist,-7,-3,-23,-3,2,0,-17,9
D1 agonist,3,0,4,1,3,0,2,0
D2 potentiator,-2,/,9,-4,/,3,4,1
D1 PAM,-8,0,-2,-2,0,4,4,-2

41	CCCCOCCCNC(=O)N[C@H](C(=O)OC)C(C)C
42	O=C(Nc1ccc(S(=O)(=O)N2CCc3ccccc32)cc1)c1ccco1
43	O=C(CN1CCC(NC(=O)c2ccc(Br)cc2)CC1)NCc1cccs1
44	CC(C)C(NC(=O)c1ccc(C(C)(C)C)cc1)C(=O)NCC(c1ccccc1)N(C)C (stereo not drawn)
45	CC(C)(C)OC(=O)N1CCC(c2c(C(=O)NCCN3CCCC3)cnn2-c2ccc(Cl)cc2)CC1
46	COc1ccc(Br)c(C(=O)Nn2c(C)nc3ccccc3c2=O)c1
47	Cc1noc(C)c1COc1cccc(C(=O)OC(C)C(=O)Nc2c(C)n(C)n(-c3ccccc3)c2=O)c1 (stereo not drawn)
compound no.,41,42,43,44,45,46,47
D2 antag,-12,-9,-2,6,/,-3,/
D2 agonist,0.0,-1.4,0.4,-0.1,0.9,-0.6,/
RXFP1 antag,-32,7,0,-5,-23,-7,-1
TRHR ag,-0.1,-0.4,-0.2,-0.1,1.1,-0.2,0.2
TRHR PAM,-5,22,12,10,24,-11,-1
D1 antagonist,-3,-22,4,-3,-3,-17,-14
D1 agonist,3,13,0,6,0,1,2
D2 potentiator,10,13,8,-17,5,0,/
D1 PAM,2,-2,1,1,3,-4,3
